Source: PubChem BioAssay (several laboratories)
TPT1 inhibitor: inhibitors of Candida albicans tRNA 2'-phosphotransferase TPT1 | 300,000 tested, 0.81% active | recombinant caTPT1, FP RNA substrate dephosphorylation | AID 1962 | inhibition, % at 5 µM;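 active means inhibition above the mean of all tested compounds plus 3 SD, set per screening campaign, cut at about 24% in these data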;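 further: plate controls were DMSO alone for no effect and ferristatin control at 100 nM for full effect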
Fh CTSL1 inh: counter-screen for PFM18AAP inhibitors: inhibitors of F. hepatica cathepsin L1; inhibition, % at 5.96 µM; 300,000 tested, 0.49% active; AID 1906; recombinant F. hepatica cathepsin L1, Z-Leu-Arg-MCA fluorescence;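 active means inhibition above the mean of all tested compounds plus 3 SD, set per screening campaign, cut at about 17% in these data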;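 further: 0% = plate median of test compound wells and 100% = 1 µM Z-Phe-Ala-diazomethylketone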
PP1 inh: PP1-alpha (human) inhibition in PP5 counter-screen; P62136; purified PP1alpha, OMFP fluorescence; inhibition, % at 6.7 µM; 320,000 tested, 0.9% active; AID 2235;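 active means inhibition above the mean inhibition of all tested compounds plus 3 SD, computed separately for each screening campaign, cut at about 15% in these data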
Target sequence (P62136 whole entry, looked up): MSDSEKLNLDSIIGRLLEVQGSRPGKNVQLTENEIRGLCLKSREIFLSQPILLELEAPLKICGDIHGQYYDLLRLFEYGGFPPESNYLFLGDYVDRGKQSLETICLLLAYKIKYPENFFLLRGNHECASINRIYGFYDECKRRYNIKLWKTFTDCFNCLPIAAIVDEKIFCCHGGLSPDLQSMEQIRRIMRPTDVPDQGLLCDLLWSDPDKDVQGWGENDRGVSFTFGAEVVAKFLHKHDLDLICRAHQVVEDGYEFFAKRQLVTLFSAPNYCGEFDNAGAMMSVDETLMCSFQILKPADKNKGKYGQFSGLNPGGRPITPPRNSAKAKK
core dimer inh: HCV core protein dimerization inhibition; TR-FRET GST/Flag-core106 dimerization, 1536-well; inhibition, % at 5 µM; 300,000 tested, 0.33% active;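 active means inhibition above the mean of all tested compounds plus 3 SD, set per screening campaign, cut at about 45% in these data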
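Assay system – GST-tagged and Flag-tagged HCV core protein residues 1-106 · Quantity – core106 proteins, GST 13.5 nM and Flag 17 nM · Benchmarks – unlabelled core106 and no-GST-core106 wells · Read-out basis – percent inhibition of core106 dimerization signal · Detection – time-resolved FRET, ex 340 nm, em 617 and 671 nm · Schedule – 4 h at 22.5 °C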
Efflux pump inh: inhibitors of Candida antifungal efflux pumps expressed in yeast. 330,000 tested, 0.44% active. inhibition, % at 10 µM. S. cerevisiae Candida pump triplex, Nile Red efflux. AID 485275;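 active means plate passing quality check with inhibition over a set limit, or well fluorescence over plate mean plus 4 SD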;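 further: Nile Red retained in pooled yeast measured as flow cytometry median fluorescence; 0% = buffer negative control and 100% = Enniatin B positive control; higher means more Nile Red kept so more efflux inhibition; some compounds called inactive have numbers as strong as hits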
EBNA-1 inh: blocks EBNA-1 binding to DNA. EBNA-1 DNA binding, fluorescence polarization. inhibition, % at 14.8 µM. 300,000 tested, 0.34% active. AID 1950; in the data active means inhibition above about 28%
PREPL inh: inhibits the human prolyl oligopeptidase-like enzyme; Q4J6C6; recombinant PREPL, fluorescence polarization activity-based probe; inhibition, % at 5.96 µM; 320,000 tested, 0.68% active; in the data active means inhibition above about 43%;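 further: 0% = enzyme with DMSO and 100% = wells lacking enzyme; many of its hits are not listed in these tables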
ZTA DNA inh: counter-screen for EBNA-1 inhibitors: inhibitors of Epstein-Barr virus ZTA; ZTA-DNA binding, fluorescence polarization; inhibition, % at 11 µM; 320,000 tested, 0.15% active; in the data active means inhibition above about 33%
Target sequence (P03206 whole entry, looked up): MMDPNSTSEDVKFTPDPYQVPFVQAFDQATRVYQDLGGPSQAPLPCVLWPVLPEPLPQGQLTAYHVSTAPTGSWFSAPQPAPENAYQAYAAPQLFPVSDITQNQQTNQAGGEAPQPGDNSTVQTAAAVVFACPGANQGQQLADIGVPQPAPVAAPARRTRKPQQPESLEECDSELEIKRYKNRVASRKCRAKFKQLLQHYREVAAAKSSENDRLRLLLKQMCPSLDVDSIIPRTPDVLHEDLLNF
PP5 primary: blocks human protein phosphatase 5 activity; purified PP5c, OMFP substrate fluorescence; inhibition, % at 6.7 µM; 320,000 tested, 0.18% active; AID 1987;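 active means inhibition above the campaign's mean inhibition across all tested compounds plus 3 SD, cut at about 9.5% in these data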;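 further: 0% = DMSO only and 100% = 100 µM cantharidin control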
Target sequence (P53041 whole entry, looked up): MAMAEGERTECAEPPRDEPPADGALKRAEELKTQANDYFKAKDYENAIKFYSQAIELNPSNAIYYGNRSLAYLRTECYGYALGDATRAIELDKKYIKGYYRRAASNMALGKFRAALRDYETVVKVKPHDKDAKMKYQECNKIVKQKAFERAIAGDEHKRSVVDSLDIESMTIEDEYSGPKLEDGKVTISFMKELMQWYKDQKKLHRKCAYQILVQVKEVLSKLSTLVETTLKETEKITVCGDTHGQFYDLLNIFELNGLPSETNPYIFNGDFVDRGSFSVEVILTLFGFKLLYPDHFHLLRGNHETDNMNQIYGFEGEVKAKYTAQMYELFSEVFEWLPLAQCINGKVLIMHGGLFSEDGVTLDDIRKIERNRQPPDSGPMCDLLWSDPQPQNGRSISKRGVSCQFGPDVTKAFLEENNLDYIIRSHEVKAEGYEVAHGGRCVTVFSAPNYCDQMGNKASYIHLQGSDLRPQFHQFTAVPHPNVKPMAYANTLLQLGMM
* hit, by the source's call; nt = not tested or not shown.

SMILES	TPT1 inhibitor	Fh CTSL1 inh	PP1 inh	core dimer inh	Efflux pump inh	EBNA-1 inh	PREPL inh	ZTA DNA inh	PP5 primary
Cc1cccc(N(CC(=O)NC2CCCCC2)C(=O)c2ccc(C)s2)c1	-1	-1	-2	-1	0.1	-2	-9	11	1.7
CC(C)(C)C(=O)OCc1cn(-c2ccc(Cl)cc2)nn1	-1	4	-2	1	0.0	8	10	-27	0.3
COc1cc(NC(=O)c2ccccc2Cl)ccc1NC(=O)c1cccs1	0	1	-1	-2	0.0	15	4	0	0.8
Cc1cccc(C(=O)Nc2ccccc2SCC2CSc3nc4ccccc4c(=O)n32)c1 (stereo not drawn)	-2	-2	-3	8	-0.1	12	2	15	-0.9
CCCC(=O)Nc1ccc(C(=O)Nc2cc(C(F)(F)F)ccc2Cl)cc1	0	0	4	-3	-0.2	2	4	-3	3.6
CCC(C)NC(=O)NC(=O)N(C1CCCCC1)S(C)(=O)=O (stereo not drawn)	2	-2	0	-1	0.1	-15	2	-16	1.6
COc1ccc(CCNc2ccc(C(CC(N)=O)NC(=O)Cc3cccc4ccccc34)cc2[N+](=O)[O-])cc1 (stereo not drawn)	15	1	7	8	0.3	-22	-22	1	-3.7
CS(=O)(=O)Nc1ccc(C2=NN(C(=O)CCCC(=O)O)C(c3cccs3)C2)cc1 (stereo not drawn)	4	6	0	-2	0.0	3	-3	-6	-1.1
Cc1oc(S(=O)(=O)N2CCOCC2)cc1C(=O)Nc1ccc(F)cc1	-2	0	0	1	0.1	4	-10	3	1.3
CC(=O)OCC1OC(OCc2cn(C[C@H]3CC[C@@H]([C@@H]4CC[C@H](Cn5cc(COC6OC(COC(C)=O)C(OC(C)=O)C(OC(C)=O)C6OC(C)=O)nn5)O4)O3)nn2)C(OC(C)=O)C(OC(C)=O)C1OC(C)=O (stereo partly drawn)	-1	1	-1	1	0.0	7	9	15	1.5
O=C(N/N=C/c1ccccc1O)C1(O)c2ccccc2-c2ccccc21	0	4	-5	-7	0.0	-11	-32	-14	0.9
O=C(CSc1nnnn1-c1cccc2c1CCCC2)N1CCOCC1	1	-4	-2	6	0.0	2	-8	-6	2.1
COc1cccc(NC(=O)COC(=O)Cc2ccc(Br)cc2)c1	1	-2	3	-1	0.0	-16	-7	-3	0.7
O=C(NNC(=O)C1CCCO1)c1ccc(F)cc1 (stereo not drawn)	-3	-1	0	-12	-0.7	-8	13	-14	1.4
Cc1nn(Cc2ccccc2)c(C)c1CCC(=O)O	-1	-2	-1	-1	0.0	2	-16	6	2.4
CSCCC(Nc1nc2ccccc2s1)C(=O)O (stereo not drawn)	-7	1	-1	-8	-0.1	-1	4	3	1.7
Nc1c(N=O)c(=O)[nH]c(=O)n1-c1ccccc1	-6	-1	-2	1	0.0	14	0	6	-0.6
CC(=O)Nc1cccc(NC(=O)CSc2nc(C)c(C)c(C)c2C#N)c1	-1	2	2	2	0.3	-3	5	0	-0.4
COc1ccc(NS(=O)(=O)c2cccc(C(=O)NNC(=O)COc3ccccc3)c2)cc1	-2	-16	0	1	0.1	-13	-1	-11	-0.1
COC(=O)c1ccccc1NC(=O)CN1C(=O)c2ccccc2C1=O	3	0	1	1	0.2	-6	11	-22	2.2
c1ccc(-c2csc3ncnc(NCC4COc5ccccc5O4)c23)cc1 (stereo not drawn)	2	-2	3	-6	0.2	2	-16	-4	2.1
Cc1sc2nc(SCC(=O)NCCO)n(C)c(=O)c2c1C	-1	3	-2	4	-0.1	-6	2	11	1.2
CCOC(=O)C1(O)CC(C)=NN1C(=O)c1cccc(Cl)c1 (stereo not drawn)	-1	-3	-2	-1	0.0	3	-3	-15	-1.9
Cc1csc(NC(=O)CSc2nsc(SCC(=O)Nc3nc(C)cs3)c2C#N)n1	3	1	1	-1	-0.2	12	3	-3	1.0

Compound profiles, from the list above. Order of values: TPT1 inhibitor | Fh CTSL1 inh | PP1 inh | core dimer inh | Efflux pump inh | EBNA-1 inh | PREPL inh | ZTA DNA inh | PP5 primary
Entry for Cc1nn(Cc2ccccc2)c(C)c1CCC(=O)O : -1 | -2 | -1 | -1 | 0.0 | 2 | -16 | 6 | 2.4
Entry for CC(=O)Nc1cccc(NC(=O)CSc2nc(C)c(C)c(C)c2C#N)c1 : -1 | 2 | 2 | 2 | 0.3 | -3 | 5 | 0 | -0.4
Entry for O=C(NNC(=O)C1CCCO1)c1ccc(F)cc1 (stereo not drawn) : -3 | -1 | 0 | -12 | -0.7 | -8 | 13 | -14 | 1.4

The listing continues.
SMILES	TPT1 inhibitor	Fh CTSL1 inh	PP1 inh	core dimer inh	Efflux pump inh	EBNA-1 inh	PREPL inh	ZTA DNA inh	PP5 primary
COc1ccc(S(=O)(=O)N2CC(C(=O)O)Oc3ccccc32)cc1 (stereo not drawn)	-1	-6	-3	4	0.0	1	-1	0	0.6
COc1ccc(C(=O)N2CCN(CC(=O)N3CCOCC3)CC2)cc1	-2	-5	0	-6	-0.3	2	-11	-4	0.6
O=C(COc1cccnc1[N+](=O)[O-])NCCc1ccc(F)cc1	3	0	-2	-2	0.1	-9	2	-8	1.4
Cn1c(=O)[nH]c(=O)c2[nH]c(NCCCN3CCOCC3)nc21	-5	-2	-3	-12	0.0	-6	-4	4	0.3
CCOC(=O)C(C)Sc1nnc(NC(=O)c2ccc3c(c2)OCO3)s1 (stereo not drawn)	-1	1	1	0	-0.1	3	-2	-4	0.8
Cc1[nH]c(-c2ccc3c(c2)OCO3)nc1C(=O)O	2	3	4	3	0.2	-1	12	5	2.3
O=C(CSc1ccc2nnc(-c3ccccc3)n2n1)NCc1ccco1	0	1	-4	3	0.4	-10	-1	5	3.9
COc1ccc(CCNC(=O)CSc2nnc(CNC(=O)c3cc(OC)c(OC)c(OC)c3)o2)cc1OC	-4	0	-4	-4	0.0	-11	0	-14	2.7
CCCCOC(=O)N1CCOCCOCCOCC1	0	2	5	-7	-0.1	-4	3	-15	1.9
N#C/C(=C/c1ccc(N2CCOCC2)o1)C(=O)NC1CCCCC1	156*	5	0	-9	0.0	6	3	11	-0.4
NC(=O)CN1C(=O)C(=O)N(Cc2ccc(F)cc2)C1=O	-2	2	-1	-4	-0.1	8	6	-5	0.5
CC(=O)c1cccc(NC(=O)C(C)OC(=O)Cc2n[nH]c(=O)c3ccccc23)c1 (stereo not drawn)	0	-19	-1	10	-0.1	8	4	-2	-1.2
CCCCNC(=O)NNC(=O)c1ccco1	-3	-2	-3	4	-0.2	4	-5	-3	1.1
c1ccc(Oc2cnc3ccccc3n2)cc1	-4	5	1	0	0.0	-5	-13	-2	1.6
CCOC(=O)c1c(CN2CCCCC2)n(C)c2ccc(OC)c(S(=O)(=O)c3ccccc3)c12	0	5	-5	4	0.1	2	1	-2	0.4
CCC(C)NC(=O)c1ccc(N2CCC3(CC2)OCCO3)c([N+](=O)[O-])c1 (stereo not drawn)	-3	-4	-2	-14	0.1	-4	-6	-12	1.9
CC(=O)c1ccc(NC(=O)CSc2nnc(-c3ccncc3)o2)cc1	1	8	-3	-1	0.3	-5	12	-12	0.2
CC(c1ccccc1)n1c(CO)nc2ccccc21 (stereo not drawn)	-3	2	0	0	-0.2	-1	5	-4	-0.7
CC(C)(C)c1cc(OC(=O)c2ccccc2F)ccc1O	3	2	3	-3	-0.2	15	-1	-1	4.9
CCc1nc2sc(C)c(C)c2c(=O)n1CCO	0	0	4	-6	0.1	-20	-5	-9	2.2
CCC(CC)=NNc1ccc(S(N)(=O)=O)cc1[N+](=O)[O-]	-4	5	0	-3	-0.1	0	23	-4	-0.7
CCCc1cc(=O)oc2cc(C)cc(OCC(=O)NCCCN3CCCC3=O)c12	1	1	-8	-1	0.3	-6	8	0	-0.5
CC1(C)CC2CC(C)(CN2C(=O)COC(=O)CNC(=O)c2ccc(Cl)c(Cl)c2)C1 (stereo not drawn)	-3	27*	1	3	-5.8	2	31	-2	0.7
O=C(Nc1nnc(C2CC2)o1)c1ccc(S(=O)(=O)N2CCCc3ccccc32)cc1	2	1	33*	13	0.5	7	12	4	2.0
CC(C)C(=O)Nc1ccc(Cc2ccc(NC(=O)C(C)C)c(O)c2)cc1O	-8	-2	6	-4	-0.2	3	17	-8	2.8
C=CCn1c(SCC(=O)N2CCCC2=O)nc2sc(CC)cc2c1=O	nt	nt	3	nt	-0.3	nt	16	-12	-2.6
Cc1cccc(C(=O)NC(=S)N2CCN(C)CC2)c1	-5	1	-4	-3	0.0	5	0	1	0.2
O=S(=O)(NC1c2cccc3cccc(c23)C1Sc1ncccn1)c1ccccc1 (stereo not drawn)	1	0	3	0	-0.1	-8	-22	-4	4.2
COC(=O)c1c(C(=O)OC)c(-c2ccc(C)cc2)n2c1CCC2	2	-5	-2	7	0.2	-14	13	-2	3.6
CCc1cc2c(=O)c(Oc3ccccc3F)c(C)oc2c(CN(C)C)c1O	4	3	-3	6	0.5	-9	2	-5	5.6
O=C(C1=C[C@@H](c2ccc(Br)cc2)C[C@@H](OCc2ccc(CO)cc2)O1)N1CCN(Cc2ccccc2)CC1	1	3	3	14	0.0	-4	66*	7	-0.2
CCOCC(=O)Nc1nnc(Cc2ccc(OC)c(OC)c2)s1	2	3	-3	-6	0.0	-22	5	16	-1.5
Cc1cc(NC(=O)CC(C)C)c(=O)n(Cc2cccc(F)c2)c1	-2	10	-1	-11	0.0	-7	12	-10	-7.7
O=C(OCC(=O)N1CCOCC1)c1cc(F)c(F)cc1Cl	-5	-2	-3	1	-0.1	2	2	4	0.1
COCC(C)NS(=O)(=O)c1ccc(C(=O)NCCCn2ccc3ccccc32)cc1 (stereo not drawn)	0	1	0	-4	-0.1	0	16	0	2.8
N#Cc1ccccc1OCC(=O)OCC(=O)NCc1ccc2c(c1)OCO2	nt	nt	-2	nt	0.1	nt	13	-5	3.0
CC1=C(N2CCCCC2)CCC1=O	-6	-4	0	2	-0.1	-1	-5	-20	4.9
C/C(=N/NC(=O)CNC(=O)CCc1ccccc1)c1ccc(Cl)c(Cl)c1	2	-1	1	-5	0.1	2	-9	0	4.5
COc1ccccc1NC(=O)CSc1nnnn1-c1ccccc1F	1	1	2	6	0.0	-10	-7	3	-0.7
COc1cc(NC(=O)c2ccco2)c(OC)cc1NC(=O)CSc1ncc(-c2ccc(F)cc2)[nH]1	-3	2	4	-2	0.0	-3	-12	-3	1.8
CN(C)c1cccc(C(=O)OCCCC(=O)c2ccc(F)cc2)c1	nt	nt	3	nt	0.1	nt	16	-11	2.4
COc1ccc(NC(=O)c2ccc(-n3nc(C)cc3C)cc2)cc1OC	-1	3	-2	-5	-0.2	1	15	-4	-0.7
Cc1ccccc1Cn1cc(C)c(=O)[nH]c1=O	-3	3	-2	0	-0.1	-5	18	-8	-1.8
Cc1ccc(C(=O)Oc2cc(C)n(C)c(=O)c2)cc1	2	-7	-5	4	0.0	-6	47*	-8	1.4
O=[N+]([O-])c1ccc(C[n+]2cccc(O)c2)cc1	0	-2	3	3	0.0	0	-2	13	1.2
Cc1ccc(C(=O)NC(=S)Nc2ccccc2N2CCCC2)cc1[N+](=O)[O-]	1	4	4	2	0.3	-18	12	-6	4.3
Cn1cnnc1SCC(=O)N(Cc1ccc2c(c1)OCO2)C1(C(=O)NC2CCCCC2)CCCC1	1	-2	-3	-4	0.2	-8	13	-4	2.7
N#CC(C#N)=Cc1cc2ccccc2nc1N1CCCCC1	-1	-1	-2	25	-0.1	2	-14	5	1.4
CC(C)NS(=O)(=O)c1cccc2nsnc12	-5	0	-3	0	-0.2	9	-6	13	-1.6
COCc1cc(C)n(CC(=O)N/N=C/c2ccc(-c3ccc(Cl)c(C(=O)O)c3)o2)c(=O)c1C#N	1	-2	-1	-4	0.8	-13	9	8	-7.8
COC(=O)C1Cc2ccccc2CN1C(=O)CCl (stereo not drawn)	-2	48*	-3	-4	0.1	-10	-4	-2	-2.3

Not all compounds are listed (hit frequency here may not be typical).
